Screening results from PubChem BioAssay.
Autophagy mod = modulators of autophagy; MEF GFP-LC3 puncta imaging; test concentration mostly 10 µM; calls only at 10 µM (by protocol); 190,000 compounds, 0.98% hits; AID 463193;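 active means percentage of spot-positive cells more than 3 SD above its plate mean, without a fluorescence outlier flag or 80% toxicity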;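 further: spot-positive cell cutoff set from DMSO-treated cells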
Yfh1-depleted yeast = enhancers of respiration in Yfh1-depleted yeast, dose response, Friedreich's ataxia, plus single-dose screen (AID 1465). S. cerevisiae Yfh1-off respiration, WST-1 reduction, 72 h; higher fold induction means a stronger effect. one-dose fold induction at 50 µM; EC50 in µM for titrated hits. 220,000 compounds, 0.074% hits;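 active means fold induction of absorbance versus untreated yeast above a set limit, then at least 30% activation at any dose in follow-up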;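 further: activators that raise dye reduction in frataxin-depleted yeast; strong numbers were not always called active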
MT stabilize HCS = microtubule stabilization, imaging screen; HeLa tubulin immunostaining HCS, 24 h; share of cells brighter than vehicle mean+2SD; % tubulin-high responders, % at 10 µM; 200,000 compounds, 0.83% hits;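 active means plate Z-score above 3 for both tubulin-high and condensed-nucleus cell shares, with cell loss under 80%, at 10 µM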;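 further: anti alpha tubulin signal scored within the nucleus-defined area of each cell; some results filed as inactive read as strong as hits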
WT yeast gro inh = growth inhibition of WT yeast, mitochondrial fusion screen; mitochondrial fusion phenotypic screen, WT strain; inhibition, % at 10 µM; 190,000 compounds, 2.1% hits; in the data active means inhibition above about 58%; tested in S. cerevisiae
Dynein transport = dynein cargo transport inhibition; 220,000 compounds, 0.47% hits; 3617.4 mouse cells, GR-EGFP nuclear translocation imaging; test concentration mostly 20 µM; stimulated with dexamethasone, 1 µM; hits give low values; AID 1381; z-score, hits read low;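 active means plate z-score of nuclear minus cytoplasmic receptor signal below a set negative limit, without overly bright fluorescence or cell loss, cut at about -3.5 in these data, passing the limit was not always enough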;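 further: z-score of nuclear minus cytoplasmic ring GR-EGFP intensity difference per well; some compounds called inactive have numbers as strong as hits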
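Buffer or medium – tet-free medium with charcoal-stripped serum · Signal – automated 10x imaging of fixed Hoechst-stained cells · Also added – dexamethasone agonist, 1.0 µM final, for 30 min · Incubation – induction 48 h, compound 1 h, agonist 30 min · Read-out – GR-EGFP nuclear translocation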
NOD2 inhibition = NOD2 signaling inhibitors, cell-based, luminescence, uHTS, HEK293 (AID 1566); HEK293 NOD2/NF-kB luciferase reporter, luminescence; higher % means a stronger effect; inhibition, % at 4 µM; hits with a dose series show EC50 in µM; 290,000 compounds, 0.63% hits; in the data active means inhibition above about 50%; further: many of its hits are not listed in these tables
bCat nuc transl = modulators of beta-catenin nuclear translocation; HeLa beta-catenin nuclear translocation, immunofluorescence imaging; nuclear translocation activity, % at 5 µM; 190,000 compounds, 0.3% hits;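 active means nuclear translocation activity above 50% at 5 µM, with a well cell count of 50 or more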;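 further: per-cell ratio of nuclear to cytoplasmic median beta-catenin stain intensity; plate controls were DMSO negative control for no effect and GSK-3 inhibitor IX positive control for full effect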
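Assay system: human HeLa cells, native beta-catenin; doses: 5 µM primary, 0.02–20 µM confirmation; incubation: compound treatment 24 h, 37°C, 5% CO2; technique: fluorescence imaging of beta-catenin antibody stain plus DAPI; measure: % activation, nuclear-to-cytoplasmic median beta-catenin signal ratio per cell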
Ins promoter up = MIN6 insulin promoter up-regulation. MIN6 insulin promoter-GFP reporter, high-content imaging; hits give high values. z-score at 5 µM. 190,000 compounds, 0.3% hits. AID 1625;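 active means z-score above 3 at 5 µM with at least 500 cells counted in the well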
Hep lipid drop = modulators of hepatic lipid droplet formation; inhibition, % at 6.5 µM; AID 1656; 240,000 compounds, 0.4% hits; AML12 mouse hepatocytes, oleate lipid droplets, BODIPY imaging;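 active means lipid droplet intensity inhibited by at least 50%, with more than 500 cells counted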
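Material – mouse AML12 hepatocyte cell line, fixed after treatment · Compound dosing – one dose, 6.5 µM compound · Times – compound with oleate, overnight · Measured by – Image-based BODIPY and DAPI two-channel analysis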
WT yeast gro inh mutant strain = further read-out of WT yeast gro inh, marked with its call; inhibition, %; mitochondrial fusion phenotypic screen, mutant strain inhibition
Dynein transport cytoplasmic EGFP = further read-out of Dynein transport, marked with its call; z-score; measured here: cytoplasmic GR-EGFP intensity; hits give high values
Dynein transport nuclear GR-EGFP = also measured in Dynein transport; calls as there; z-score; measured here: nuclear GR-EGFP intensity;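 lower value marks the stronger effect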
Dynein transport cell count = also measured in Dynein transport; calls as there; z-score; measured here: cell count per field
Ins promoter up cell count = further read-out of Ins promoter up, marked with its call; cell count; measured here: cytotoxicity, nuclei count;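 total cells summed across four imaged fields per well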
Hep lipid drop cells 6.5 µM = further read-out of Hep lipid drop, marked with its call; cell count; measured here: cell count, cytotoxicity flag;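 cells counted across two imaged fields per well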
bCat nuc transl cell count 5 µM = recorded beside bCat nuc transl, whose call it bears; cell count; measured here: cell count, cytotoxicity flag
MT stabilize HCS Hoechst-high % = recorded beside MT stabilize HCS, whose call it bears; % Hoechst-high responders; measured here: nuclear condensation Hoechst responders;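 share of cells brighter than vehicle mean plus two SD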
MT stabilize HCS cytotoxicity % = recorded beside MT stabilize HCS, whose call it bears; toxicity, %; measured here: cytotoxicity by cell density;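 0% = mean cell density of plate MIN control wells and 100% = no cells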
Autophagy mod cell loss 18 h = second read-out of Autophagy mod, no call of its own (marks repeat the call); toxicity, %; measured here: cell loss, nuclei count;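 cell loss after 18 h compound exposure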
* hit, by the source's call; i = inactive; · = no result given. A portion of the library; the hit share may differ from the screen's.

SMILES	Autophagy mod	Autophagy mod cell loss 18 h	Yfh1-depleted yeast	MT stabilize HCS	MT stabilize HCS Hoechst-high %	MT stabilize HCS cytotoxicity %	WT yeast gro inh	WT yeast gro inh mutant strain	Dynein transport	Dynein transport cytoplasmic EGFP	Dynein transport nuclear GR-EGFP	Dynein transport cell count	NOD2 inhibition	bCat nuc transl	bCat nuc transl cell count 5 µM	Ins promoter up	Ins promoter up cell count	Hep lipid drop	Hep lipid drop cells 6.5 µM
Cc1cccc(NC(=O)CN2CCC(NC(=O)C3CCCCC3)CC2)c1C	i	-0.8	i	1.9	2.1	11.6	-1.3	16.6	1	-0.0865	0.673	-0.0101	5.9%	0.4	1194	-0.18	1350	1.8	690
Cc1ccc(NC(=O)OCC(F)(F)C(F)F)cc1NC(=O)OCC(F)(F)C(F)F	i	22.5	i	2.1	2.3	10.8	0.5	-4.5	-0.0278	-0.191	0.155	-0.0807	8.4%	-4.1	1029	-0.39	1248	·	·
Cc1c(NC(=O)c2c(O)c3ccccc3n(C)c2=O)c(=O)n(-c2ccccc2)n1C	i	32.3	i	3.5	2.3	8.0	8.7	22.2	1.42	-0.26	1.13	-0.11	4.6%	2.5	967	-0.95	1271	-2.3	707
CSc1nnc(C)c(/C=C/NOCc2ccc(Cl)cc2)n1	i	-4.2	i	5.7	4.3	5.4	21.2	16.7	0.426	-0.301	0.898	-0.653	-1.6%	5.3	952	-0.17	1546	3.2	716
CC(C)(C)c1ccc(OCCN2CCCC2)cc1	i	9.4	i	6.0	4.5	8.0	2.1	10.8	-1.26	-0.0206	-0.601	1.4	12.2%	5.1	1133	0.01	1035	13.9	807
Cc1c(CCC(=O)O)c(=O)oc2cc3occ(C(C)(C)C)c3cc12	·	·	i	·	·	·	·	·	0.373	-0.172	0.0702	-0.203	25.3%	2.0	1314	·	·	11.7	668
COc1ccc(Cl)cc1NC(=O)Nc1ccc(Br)cn1	i	11.5	i	1.5	1.1	5.0	-7.3	2.5	-0.492	-0.0281	0.0214	0.483	7.1%	·	·	-0.04	855	12.4	800
CC(CCc1ccccc1)NC(=O)c1ccc(Cl)nc1 (stereo not drawn)	i	7.8	i	1.8	1.0	7.3	-10.1	-4.4	0.117	-0.225	0.209	0.522	3.3%	0.3	1364	-0.86	1274	·	·
CCOc1ccc(/C=N/NC(=O)C(=O)NCc2ccco2)cc1	i	-16.3	i	3.7	2.5	8.4	-3.5	-3.7	0.93	0.108	0.832	-1.15	-7.8%	-2.1	1177	-0.69	1474	-5.5	618
O=C(NCCN1C(=O)S/C(=C\c2ccc(Cl)c(Cl)c2)C1=O)c1ccc2c(c1)C(=O)N(Cc1ccncc1)C2=O	i	-3.9	i	2.5	3.1	6.0	22.5	9.8	-1.18	-0.0852	-0.9	0.805	14.2%	·	·	1.03	1096	4.8	689
O=C(NC1CCN(C(=O)N2CCOCC2)CC1)c1ccccc1	i	-20.1	i	4.9	4.3	4.6	-9.4	9.4	-0.289	-0.34	-0.38	0.212	10.7%	-2.7	617	0.05	1431	·	·
COC(=O)C1=C(C)N(CCc2ccc(OC)c(OC)c2)C(=O)/C1=C\N(C)C	i	-12.5	i	1.0	0.9	9.1	2.2	-12.2	0.17	0.218	0.0268	-0.0908	-1.1%	-4.2	1118	-1.41	880	-1.4	691
Cc1ccc(-c2nc(NC(=O)CSc3nnnn3-c3ccccc3)ns2)cc1	i	-6.6	i	3.2	2.8	5.2	20.8	24.3	-0.413	-0.2	0.2	-0.955	14.9%	-3.1	920	1.4	1288	·	·
Cc1ccc(SC(C)C(=O)N2CCC(C(N)=O)CC2)cc1 (stereo not drawn)	i	-3.2	i	2.6	1.3	3.9	-6.3	10.4	-0.921	-0.332	-0.326	0.802	-2.9%	-0.2	1554	0.86	1445	23.8	668
CCc1c(C)nc2ncnn2c1N1CCCC(C(=O)NCCc2ccccc2)C1 (stereo not drawn)	i	0.8	i	3.4	2.3	8.9	-5.6	-3.0	0.527	-0.214	0.363	0.779	0.0%	-0.3	1420	-0.92	1064	·	·
O=C1COc2ccc(NC(=O)N3CCN(c4ccc(F)cc4)CC3)cc2N1	i	32.4	i	1.7	1.1	7.0	74.7*	1.0*	-0.153	-0.222	-0.377	0.0177	26.0%	·	·	·	·	·	·
Cc1cscc1NC(=O)/C=C/C(=O)O	·	·	i	·	·	·	·	·	1.3	-0.106	0.574	-0.113	6.2%	-1.4	1292	0.31	1050	-5.1	766
CN(C)c1cccc(C(=O)N/N=C/c2ccsc2)c1	i	-36.0	i	6.7	1.3	6.3	-13.8	-7.8	-0.0124	-0.272	0.514	0.502	-33.9%	-3.0	584	0.26	1179	5.0	726
N#Cc1c(-c2ccc(Cl)cc2)ccn2nc(C3CCCCC3)nc12	i	-2.6	i	1.5	1.2	5.6	6.5	9.8	-0.665	1.25	-0.0506	0.574	-3.8%	-3.5	1226	0.6	886	-1.1	758
COc1ccc(CCNC(=O)C(=O)N/N=C/c2cccs2)cc1OC	i	9.2	i	3.1	1.2	3.2	4.4	-1.8	0.213	0.121	0.287	-0.064	7.2%	-0.1	1546	-1.11	1708	-9.9	655
O=C(c1cccc([N+](=O)[O-])c1)N1CCCN(C(=O)c2cccc([N+](=O)[O-])c2)CC1	i	-1.7	i	3.1	2.8	4.8	-6.3	-13.2	0.334	-0.188	-0.0903	-0.612	5.3%	·	·	-7.17	647	-42.0	686
Cc1nn(-c2ccccc2)c(N)c1N=O	·	·	i	·	·	·	·	·	-0.532	-0.112	-0.236	0.784	0.1%	0.6	1355	0.92	1041	27.7	653
Cc1ccc(C(=O)Nc2ccccc2-c2ccccc2)o1	i	-1.7	i	1.2	1.4	3.5	19.9	10.2	-0.721	-0.0522	-0.322	0.566	-19.4%	2.4	1150	1.09	857	0.6	752
Cc1cc(NC(=O)c2cc(-c3ccccc3)on2)no1	i	-36.0	i	3.2	2.9	3.2	16.3	19.5	0.45	-0.177	0.0516	0.617	-56.2%	-5.0	1088	·	·	0.7	773
C=CCOC(=O)C1=C(C)NC(=O)NC1/C=C/c1ccccc1 (stereo not drawn)	i	49.5	i	6.2	2.8	19.2	11.1	13.8	-0.113	-0.387	0.38	0.603	13.8%	·	·	·	·	·	·
O=C1CC(c2c[nH]c3ccccc23)C(=O)N1 (stereo not drawn)	i	10.6	i	2.7	0.8	47.2	3.3	10.0	-0.528	-0.243	0.0483	1.93	3.1%	0.6	1034	0.18	1995	13.6	682
CCOC(=O)c1[nH]c2cc(OC)c(OC)cc2c1N	i	-13.5	i	1.3	1.5	1.7	6.9	3.2	-0.682	-0.245	-0.236	0.175	-3.2%	·	·	0.93	936	25.3	825
O=C(Nc1c(O)c2ccccc2[nH]c1=O)c1ccco1	·	·	i	·	·	·	·	·	1.59	-0.141	1.8	-2.06	-14.5%	0.4	1292	1.77	1151	-15.7	701
COC(=O)C1=C(C)NC(=O)CC1c1cc2c(cc1Br)OCO2 (stereo not drawn)	i	-12.6	i	2.7	1.3	1.8	8.1	-4.6	-0.219	-0.171	0.44	-0.455	11.5%	-2.0	1182	0.17	1452	·	·
COc1ccc(C2=C(c3ccc([N+](=O)[O-])cc3)C(=O)OC2)cc1	i	6.0	i	2.8	2.4	7.1	0.7	-15.6	-0.205	0.536	0.0758	1.02	-3.8%	-0.8	1125	0.43	1235	8.2	688
C=CCO/N=C/C1C(=O)CC(C)(C)CC1=O	i	24.8	i	1.2	2.3	5.2	16.9	18.5	4.68	-0.325	3.85	-0.717	9.1%	-0.7	558	-2.18	538	1.4	691
CC(=O)Nc1c(O)nc(SCC(=O)Nc2cccc(C)c2)[nH]c1=O	i	-5.9	i	2.2	1.3	5.8	-11.5	-1.2	-1.42	0.665	-0.398	0.732	7.0%	·	·	0.07	1019	17.9	752
NC(=O)CSc1c[nH]c2ccccc12	i	-4.7	i	2.9	1.3	7.0	-2.0	-6.0	0.224	-0.179	0.319	-0.175	11.3%	-0.2	1110	·	·	-12.2	686
COc1ccccc1N(C(=O)c1cncc(Br)c1)c1nc(-c2ccc(C)cc2)cs1	i	-22.7	i	1.5	3.0	5.7	32.7	10.6	-0.998	-0.291	-0.725	0.925	13.6%	-1.0	913	·	·	7.8	642
O=C1c2ccccc2C(=O)N1CC(O)COCc1ccccc1 (stereo not drawn)	i	18.3	i	3.6	2.2	2.1	-0.8	2.4	-0.863	-0.236	-0.641	0.928	1.6%	0.5	1431	-0.07	1591	·	·
COc1cccc(N(CC(=O)N2CCc3ccccc3C2)S(C)(=O)=O)c1	i	-11.3	i	1.0	1.5	2.6	11.3	3.5	-0.776	0.681	-0.371	0.242	13.8%	-4.6	976	-0.13	878	-3.1	733
CC(Oc1ccc(Cl)cc1Cl)C(=O)NCc1ccncc1 (stereo not drawn)	i	10.9	i	3.6	3.1	3.5	3.7	7.2	-1.38	-0.0547	-0.469	0.255	4.7%	-2.0	1133	-0.06	1057	·	·

Just bCat nuc transl, Hep lipid drop and MT stabilize HCS Hoechst-high %, for 2 of the compounds above:
canonical_smiles	bCat nuc transl	Hep lipid drop	MT stabilize HCS Hoechst-high %
O=C(Nc1c(O)c2ccccc2[nH]c1=O)c1ccco1	0.4	-15.7	·
C=CCOC(=O)C1=C(C)NC(=O)NC1/C=C/c1ccccc1 (stereo not drawn)	·	·	2.8
